Screens: PubChem, several laboratories
PERK inh: human PERK inhibition, primary cell-based screen. CHO PERK-DD fusion, SEAP luminescence translation reporter. inhibition, % at 5.6 µM. AID 1416. hit rate 0.17% among 220,000;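 active means inhibition above the mean inhibition of all tested compounds plus 3 SD, set separately per screening campaign, cut at about 2.9% in these data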;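 further: PERK kinase domain activated by AP20187 dimerizer at 100 nM; 0% = DMSO with dimerizer and 100% = rapamycin at 8.4 µM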
TNF death inh: TNF-alpha cell death inhibition in Jurkat FADD-/- cells. Jurkat FADD-/- TNF necroptosis rescue, ATP luminescence, 24 h; 0 = TNF only, 100 = no-TNF cells. activation (protection from cell death), % at 10 µM. hit rate 0.068% among 220,000;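 active means activation, meaning protection from cell death, of at least 50% relative to plate controls; inactive means activation below 50%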;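 further: necroptosis triggered by 40 ng/mL TNF-alpha added together with compound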
EP2 mod: EP2 receptor (human) modulation; hit rate 0.83% among 260,000; P43116; EP2-expressing cells, cAMP HTRF FRET, PGE2 co-stimulation; AID 940; induction, % at 25 µM;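 active means compounds whose cAMP rise, as percent of the full-agonist control response, exceeds 60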;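 further: rat C6 glioma line stably carrying human EP2 under a CMV promoter; the protocol text gives 20 µM as final concentration; 100% = response of wells given 1 µM PGE2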
Target sequence (P43116 whole entry, looked up): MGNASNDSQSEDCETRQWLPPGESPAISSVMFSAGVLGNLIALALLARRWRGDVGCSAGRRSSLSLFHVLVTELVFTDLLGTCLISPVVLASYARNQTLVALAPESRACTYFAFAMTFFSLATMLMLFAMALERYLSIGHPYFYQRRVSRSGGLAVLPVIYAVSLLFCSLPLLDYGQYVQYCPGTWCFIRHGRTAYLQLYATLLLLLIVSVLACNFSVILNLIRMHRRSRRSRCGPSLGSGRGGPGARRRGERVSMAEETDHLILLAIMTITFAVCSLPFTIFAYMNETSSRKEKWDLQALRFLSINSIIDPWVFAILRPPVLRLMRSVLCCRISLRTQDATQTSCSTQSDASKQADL
Hck-Nef inh: inhibitors of human Hck kinase activated by Nef. hit rate 0.68% among 220,000. AID 463187. Recombinant Hck-YEEI plus Nef, Z-Lyte FRET kinase assay. P08631. inhibition, % at 20 µM;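 active means Hck-Nef kinase inhibition above about 50%, limit read from the data; inactive means inhibition below that limit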;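 further: 0% = DMSO with Hck plus Nef and 100% = Hck alone without Nef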
Target sequence (P08631 whole entry, looked up): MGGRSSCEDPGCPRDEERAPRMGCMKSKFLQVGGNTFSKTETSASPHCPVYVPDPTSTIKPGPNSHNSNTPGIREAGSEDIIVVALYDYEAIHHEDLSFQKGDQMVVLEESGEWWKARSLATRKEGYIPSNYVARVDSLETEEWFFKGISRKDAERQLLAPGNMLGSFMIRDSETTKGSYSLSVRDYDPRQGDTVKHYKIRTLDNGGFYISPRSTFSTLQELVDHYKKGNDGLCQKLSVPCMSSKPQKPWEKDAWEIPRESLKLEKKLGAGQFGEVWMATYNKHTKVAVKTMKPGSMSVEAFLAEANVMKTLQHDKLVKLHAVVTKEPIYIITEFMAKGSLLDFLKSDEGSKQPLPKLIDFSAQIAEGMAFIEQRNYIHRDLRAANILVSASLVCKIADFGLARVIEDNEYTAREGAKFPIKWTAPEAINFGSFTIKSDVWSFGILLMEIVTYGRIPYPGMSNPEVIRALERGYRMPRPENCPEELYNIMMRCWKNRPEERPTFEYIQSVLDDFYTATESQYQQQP
L929 necroptosis: blocks zVAD induced death of L929 cells; L929 zVAD necroptosis rescue, ATP luminescence, 24 h; with zVAD 60 µM; viability rescue, % at 10 µM; hit rate 0.38% among 220,000;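 active means activation, scaled between plate controls, above about 75%, limit read from the data; inactive means activation under that limit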;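 further: 0% = zVAD with DMSO and 100% = DMSO alone without zVAD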
Runt-CBFb FRET: Runt domain-CBFb interaction inhibition. Cerulean-Runt/Venus-CBFb FRET ratio 530/480, 1 h. inhibition, % at 20 µM. hit rate 0.46% among 220,000;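 active means inhibition over about 50% at 20 µM in the single-dose screen, limit read from the data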;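 further: 0% = DMSO wells and 100% = excess unlabeled CBFb competitor control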
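Assay system: Cerulean-Runt domain / Medium: Tris 50 mM pH 7.5, KCl, K2SO4, 0.01% BSA / Timing: protein complex preformed 1 h, compound exposure 1 h, room temperature, dark / Measured by: FRET, excitation 422 nm, emission at 530 and 480 nm / Evaluation: loss of energy transfer signal / Control set: 5 µM unlabeled CBFb as full-inhibition high control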
EP2 antag: EP2 receptor (human) inhibition | C6 glioma cells expressing human EP2, cAMP TR-FRET; cells stimulated with saturating PGE2 | hit rate 0.52% among 260,000 | inhibition, % at 25 µM;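 active means percent inhibition above 40 after rounding to a whole number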;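 further: rat C6 glioma host cells with rolipram phosphodiesterase inhibitor present; the protocol text gives 20 µM as final concentration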
RBBP9 inhibitor: inhibitors of human serine hydrolase RBBP9; O75884; recombinant RBBP9, FP-Rh probe fluorescence polarization; inhibition, % at 7.94 µM; hit rate 0.2% among 220,000; AID 1515;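 active means inhibition above the campaign mean of all tested compounds plus 3 SD, cut at about 14% in these data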;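 further: plate controls were DMSO wells with RBBP9 for no effect and wells lacking RBBP9 protein for full effect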
Target sequence (O75884 whole entry, looked up): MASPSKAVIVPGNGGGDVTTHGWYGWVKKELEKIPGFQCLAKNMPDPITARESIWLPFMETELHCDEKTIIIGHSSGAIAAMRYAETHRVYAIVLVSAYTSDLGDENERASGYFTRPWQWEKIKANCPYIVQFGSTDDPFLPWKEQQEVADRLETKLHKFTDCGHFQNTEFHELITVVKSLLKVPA
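Test system – recombinant human RBBP9 · Input – RBBP9 2.5 µM in dispensing solution, pre-mixing · Medium – Tris buffer pH 8.0, NaCl, Pluronic · Schedule – preincubation 30 min plus labeling 45 min at 25 °C · Measured by – fluorescence polarization · Measure – % inhibition · Controls – DMSO and no-protein wells · Replicates – one well per compound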
Runt-SMMHC FRET: Runt domain-CBFb-SMMHC interaction inhibition; hit rate 0.74% among 220,000; inhibition, % at 20 µM; AID 1434; Cerulean-Runt/Venus-CBFb-SMMHC FRET ratio 530/480, 1 h; Q01196+Q13951;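 active means mean inhibition across duplicate retests at 20 µM reaching about 50%, limit read from the data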;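 further: 0% = DMSO wells and 100% = wells with excess untagged CBFb-SMMHC; inhibitors lower the FRET ratio by blocking Runt binding to CBFb-SMMHC; some results filed as inactive read as strong as hits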
An asterisk follows results filed as active; . = not tested or not shown; & = joins results of further samples. Only part of the results is shown; count on the stated rates, not on these rows.

SMILES	PERK inh	TNF death inh	EP2 mod	Hck-Nef inh	L929 necroptosis	Runt-CBFb FRET	EP2 antag	RBBP9 inhibitor	Runt-SMMHC FRET
O=C(c1ccc(Cl)cc1)N1CCN(c2ccnc3cc(Cl)ccc23)CC1	-0.2	-1.3	-54	21	0.2	-2	5	-4	-9
Oc1ccc2ccccc2c1C=NC1CCCCC1	0.3	-7.3	-43	-1	0.3	4	6	-10	2
CCCCCCN(C(=O)CCl)c1ccccc1	1.5	-24	3	5	-1.4	2	7	-2	-4
CC1(C(=O)NCc2ccc(Cl)c(Cl)c2)Oc2cccnc2NC1=O (stereo not given)	0.1	0.7	-9	22	0.6	3	5	-7	0
CCn1nc(C)c(CNC(=O)CCc2nnc(-c3ccc(C(C)=O)s3)o2)c1C	0.8	1.1	9	12	4.4	-2	-1	4	0
CNc1nnc(-c2cc3cc(Cl)ccc3oc2=O)s1	0.1	1.0	6	-2	0.9	-74	16	3	-195
CCC(C)N=C1Sc2nc3ccc(C)cc3cc2CN1CCOC (stereo not given)	-0.2	-0.7	-6	21	1.9	1	3	-2	14
O=C(Nc1ccc(-c2cc3ccccc3oc2=O)c(Cl)c1)c1cccnc1	-1.2	0.2	-20	16	0.7	1	9	-13	-5
COC(=O)N1CCCc2cc(C)ccc21	0.9	-0.5	22	6	1.0	0	6	-1	3
CCc1cccc(C)c1NC(=O)CSc1nnc(-c2cc3cc(Br)ccc3o2)n1CC	-0.3	0.5	0	6	0.6	-1	5	3	0
CC(=O)Nc1ccc(S(=O)(=O)N2C3CCCC2CC(NC(=O)C2CCCCC2)C3)cc1 (stereo not given)	-0.3	1.4	-16&-34	1	-0.1	1	6&8	-8	1
CCN(CC)C(=O)N1CCN(S(=O)(=O)c2ccc(C)c(C)c2)CC1	-0.1	-1.0	5	-22	-0.1	-2	16	0	-1
O=[N+]([O-])c1cccc(-c2ccc(/C=N/Nc3nc(N4CCCCC4)nc(N4CCCCC4)n3)o2)c1	0.8	-4.0	-8	-12	2.8	0	5	1	-9
CCNC(=S)N1CCN(C(c2ccccc2)c2ccccc2)CC1	-0.9	-3.0	20	1	0.3	-1	5	-5	-6
O=C(Nc1cccc(F)c1)N1CCC(n2c(=O)[nH]c3ccccc32)CC1	-0.2	0.5	-50	23	0.1	1	9	-6	0
Cc1cc(C)c2nc(-c3ccccn3)cc(C(=O)NCc3ccco3)c2c1	0.5	-4.4	24	2	-0.3	9	20	-9	4
COc1cc(/C=C2\SC(c3ccc(C)cc3)=NC2=O)ccc1O	0.5	-19	-24	-1	0.1	28	13	-4	6
O=C(c1cc(N2C(=O)C3C4CCC(C4)C3C2=O)ccc1Cl)N1CCN(c2ccc(F)cc2)CC1 (stereo not given)	0.0	2.3	-24	0	-0.1	1	9	-7	-5
O=C(CCCC(=O)NNC(=O)Nc1ccccc1)NNC(=O)Nc1ccccc1	1.0	0.3	18	21	0.9	-1	8	-2	4
Cc1occc1C(=O)N1N=C(C2CC2)CC1(O)C(F)(F)F (stereo not given)	0.3	-0.8	16	0	-0.1	0	20	-8	0
CCc1c(O)nc(N2CCN(Cc3ccccc3)CC2)[nH]c1=O	0.1	-0.6	7	-1	1.0	0	5	-9	4
COc1ccc(C2(NC(C)=O)CCN(C(=O)c3cccs3)CC2)cc1	-0.5	-0.4	9&9	4	-0.2	-1	8&10	-10	-1
O=C(CCN1CCCCC1)c1ccccc1	0.7	1.1	2	-2	0.6	1	6	-2	-4
COc1cc(OC)c(CN2CCCCCCC2)cc1Br	-0.6	3.3	15	1	0.1	1	8	3	-2
NC(=O)NC(CC(=O)NCCc1ccc(S(N)(=O)=O)cc1)c1ccc(Cl)cc1 (stereo not given)	1.0	2.5	20	10	1.2	2	3	-5	-4
COC(=O)C(C)NS(=O)(=O)c1ccc(NC(C)=O)cc1 (stereo not given)	0.2	0.5	12	-1	0.5	-1	-1	-7	0
O=C(c1ccco1)N(CCC(c1ccccc1)c1ccco1)Cc1ccc(F)cc1 (stereo not given)	0.1	-4.6	70*	0	-0.4	-4	4	-5	-2
COc1cc(C(=O)Nc2nccs2)c(Br)c(OC)c1OC	-0.2	-2.1	4	-1	-0.1	0	3	3	1
CC1CCCC(C)N1CCCNC(=O)Cn1cc2c(n1)CCCC2 (stereo not given)	0.5	1.7	8	1	0.3	4	6	-4	4
Cc1ccc(C(=O)COC(=O)c2cnccn2)cc1C	1.6	-0.1	8	17	-0.9	0	3	1	-1
COc1cc(C(=O)Nc2cccc3ncccc23)cc(OC)c1OC	0.3	0.5	16	-3	6.0	-6	18	-5	-5
FC(F)(Cl)c1nnc2ccc(Cl)nn12	0.2	-8.5	21	2	-2.5	0	9	-1	3
CC(OC(=O)c1cc2sccc2n1C)C(=O)NCCc1ccccc1 (stereo not given)	-0.4	-4.2	-51	0	0.0	-2	2	0	-1
CC(C)NC(=O)c1cc2c(s1)CCCC2	0.4	-1.7	-26	1	-0.2	-2	1	5	14
CCCN1C(=O)/C(=c2\s/c(=C3\C=Cc4ccccc4N3CC)c(=O)n2-c2ccccc2)SC1=S	0.6	0.0	5	2	0.2	9	6	-4	-2
CCOC(=O)c1ccccc1NC(=O)c1cn(-c2ccc(OC)cc2)c(=O)c2ccccc12	-0.8	1.2	47	5	5.3	-6	7	-6	-4
O=C(CCCc1ccccc1)Nc1cccnc1	0.6	0.8	13	1	0.2	1	14	-7	0
Cc1[nH]c(=O)[nH]c(=O)c1CSc1nnc(CCCCCNC(=O)OC(C)(C)C)o1	0.1	-2.1	15	0	0.4	-1	1	-2	-1
C/C(=N\NC(=S)NC(C)C)c1ccco1	1.4	-0.6	3	23	-1.7	3	4	3	-8
O=C(c1ccc2c(c1)OCO2)N1CCC(Cc2ccccc2)CC1	0.7	2.2	-13	5	-0.6	-2	10	-3	-5
CC(/C=C1\SC(=S)N(CCCC(=O)Nc2ccc(C(=O)O)cc2)C1=O)=C\c1ccccc1	0.1	1.1	31	4	.	-5	13	-7	-20
O=C(/C=C/c1ccco1)N1CCCC(c2ccccc2)C1 (stereo not given)	-0.1	-0.4	3	40	3.8	6	10	2	-5
CC1CCC2=NN(C(=O)c3ccco3)C(O)(C(F)(F)F)C2C1 (stereo not given)	0.4	1.0	37	10	4.4	2	9	-13	1
C/C(=N/Nc1nc(-c2ccccc2)cc(-c2ccc(F)cc2)n1)c1cccc(N)c1	-0.3	1.4	-3	1	2.8	3	4	-10	4
O=C(Nc1ccccc1)N1CCCN(c2c(Cl)cncc2Cl)CC1	-2.6	2.9	-62	8	1.6	0	20	-10	-1
C=CCn1c(=O)/c(=C/c2ccc(C)o2)s/c1=C(/C#N)C(=O)c1ccccc1	0.3	-2.9	4	-1	0.2	-12	6	-6	-37
CC(C)OP(=O)(OC(C)C)C(Nc1cccc(C(=O)O)c1)c1ccccc1 (stereo not given)	0.5	-0.9	-15	12	-0.1	-1	13	-5	3
Cc1ccsc1C(=O)N/N=C/c1ccc2c(c1)OCO2	1.0	-4.3	-8	1	0.6	-2	12	-2	0
Nc1ncc(-c2ccc([N+](=O)[O-])cc2)cn1	0.5	-0.6	4	2	61	3	5	-4	-1
Cc1ccc(C)c(-c2nc3ccc(N)cc3[nH]2)c1	0.6	-3.6	-52	3	0.7	2	15	-1	-1

Quoted at random: 4 compounds from above
SMILES	PERK inh	TNF death inh	EP2 mod	Hck-Nef inh	L929 necroptosis	Runt-CBFb FRET	EP2 antag	RBBP9 inhibitor	Runt-SMMHC FRET
Nc1ncc(-c2ccc([N+](=O)[O-])cc2)cn1	0.5	-0.6	4	2	61	3	5	-4	-1
CC(C)OP(=O)(OC(C)C)C(Nc1cccc(C(=O)O)c1)c1ccccc1 (stereo not given)	0.5	-0.9	-15	12	-0.1	-1	13	-5	3
CC1CCC2=NN(C(=O)c3ccco3)C(O)(C(F)(F)F)C2C1 (stereo not given)	0.4	1.0	37	10	4.4	2	9	-13	1
CC(/C=C1\SC(=S)N(CCCC(=O)Nc2ccc(C(=O)O)cc2)C1=O)=C\c1ccccc1	0.1	1.1	31	4	.	-5	13	-7	-20

The results go on.
SMILES	PERK inh	TNF death inh	EP2 mod	Hck-Nef inh	L929 necroptosis	Runt-CBFb FRET	EP2 antag	RBBP9 inhibitor	Runt-SMMHC FRET
Cn1c2ccccc2n2c(=O)c(Cl)c(-c3ccccc3)c(C#N)c12	-0.2	0.0	21	2	0.8	-2	14	-6	-2
C/C(=N\NC(=S)Nc1cccc(C)c1)c1ccccc1	-0.5	-2.7	7	0	-0.1	1	10	-7	0
O=C(NCc1ccncc1)NC1CCCCC1	-0.3	-0.4	-1	12	3.9	0	5	-3	-2
CC(C)(C)c1ccc(C(=O)N2CCC(C(=O)NCc3ccncc3)CC2)cc1	-0.1	-1.5	0	0	0.3	-1	14	9	-4
NC1=NC2(CCCCC2)N=C(Nc2ccc(F)cc2F)N1	1.3	-1.9	2	1	0.3	1	12	-5	-3
COC(=O)C1=C(N)OC2=C(C(=O)CC(C)(C)C2)C1c1cccs1 (stereo not given)	-0.4	-0.2	22	-10	0.8	1	10	-5	4
COc1ccc(NC(=O)CN(Cc2ccccc2)S(C)(=O)=O)cc1	0.4	-0.2	6	3	0.4	1	3	-2	-1
COc1ccc(NC(=O)CSc2nnc(C3CCCCC3)n2-c2ccccc2)cc1	-1.0	0.1	-25&29	-2	0.2	-2	11&9	-10	0
COC(=O)c1ccc(C(=O)NC(=S)Nc2nc3c(s2)CCCC3)cc1	0.6	-0.2	16	4	0.8	-6	9	-8	-2
CCOC(=O)NN1C(=O)c2ccccc2NC1c1ccc(OC)cc1OC (stereo not given)	2.3	0.5	17	10	0.7	.	10	-3	6
N#Cc1cc2cc3c(cc2nc1NCCNC(=S)NCCCN1CCOCC1)OCO3	-1.1	3.7	-36	74*	-0.2	103*	4	-6	100*
COc1ccc(C2(O)CCN(Cc3nnnn3Cc3ccc(C)cc3)CC2)cc1	-1.2	-0.4	-8	0	1.5	-2	7	6	8
CCC(C)NC(=O)C1CCC(=O)N(c2cc(OC)c(OC)c(OC)c2)C1c1ccc(OC)cc1 (stereo not given)	-0.3	-0.3	16	0	-0.4	-2	6	-4	0
O=C(CSc1nc2ccccc2o1)Nc1nc(-c2ccccc2)cs1	1.0	0.7	-8	0	2.0	4	4	-17	9
COc1ccc(-c2cnnc(N/N=C/c3ccc(O)cc3)n2)cc1	-0.1	2.7	-57	71*	0.6	-5	4	-6	3
O=C(CNc1cc(S(=O)(=O)N2CCCC2)ccc1OCC(F)(F)F)Nc1ccc(SC(F)F)cc1	-0.9	2.3	-10	2	2.3	-3	2	-9	8
COc1ccc(OC)c(C2CC(=O)N3CN(c4ccccc4)CSC3=C2C#N)c1 (stereo not given)	-0.2	-0.7	23	0	0.6	33	13	-7	62*
COCc1cc(C)nc(NC2CCCCC2)c1C#N	1.1	-2.2	48	1	-0.3	-1	14	-11	-5
